# UPR XBP1 act: activators of adaptive arm of unfolded protein response (XBP1) | activation, % at 20 µM | CHO-XBP1 luciferase reporter, IRE1-XBP1 UPR activation, luminescence; percent of tunicamycin response, DMSO as zero | actives 0.33% (n = 330,000);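 active = versus positive control, 20 µM dose yields 30% or more activation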;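 note: 100% = tunicamycin at 10 µg/mL and 0% = DMSO only wells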
#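 Material: CHO-XBP1 cells stably carrying IRE1-XBP1-driven luciferase reporter | Medium: F12 with 10% serum | Compound dosing: 20 µM single concentration, DMSO 1% | Incubation: Overnight seeding at 37 °C, 6 h compound treatment at 37 °C | Detection: Steady-Glo luminescence read | Read-out basis: % activation of reporter signal versus tunicamycin and DMSO controls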
# EBI2 antag: antagonists of human EBI2 receptor; P32249; actives 0.81% (n = 360,000); EBI2 beta-arrestin recruitment, luminescence, 7a,25-OHC stimulated; inhibition, % at 5 µM; in the data active = inhibition above about 38%;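 note: enzyme fragment complementation signal reports receptor beta-arrestin coupling in cells; 0% = agonist plus DMSO wells and 100% = wells without agonist; some results beyond the cut were filed as inactive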
# Target sequence (P32249 whole entry, looked up, the tested form may be a part): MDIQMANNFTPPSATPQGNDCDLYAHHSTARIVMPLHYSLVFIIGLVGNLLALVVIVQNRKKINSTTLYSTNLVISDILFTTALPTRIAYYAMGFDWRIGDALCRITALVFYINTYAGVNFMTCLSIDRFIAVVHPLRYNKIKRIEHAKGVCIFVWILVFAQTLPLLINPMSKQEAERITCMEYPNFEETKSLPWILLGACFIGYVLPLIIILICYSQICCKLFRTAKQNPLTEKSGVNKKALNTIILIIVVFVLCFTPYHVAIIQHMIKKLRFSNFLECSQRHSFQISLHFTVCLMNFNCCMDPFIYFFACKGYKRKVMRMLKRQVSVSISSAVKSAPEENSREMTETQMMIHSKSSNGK
# UPR CHOP act: activators of apoptotic arm of unfolded protein response (CHOP); actives 0.34% (n = 330,000); CHO-CHOP luciferase reporter, UPR activation, luminescence; percent of tunicamycin response over DMSO baseline; AID 449763; activation, % at 10 µM;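 active = at 10 µM dose, activation of 40% or more, normalized to positive control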;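 note: 100% = tunicamycin at 10 µg/mL and 0% = DMSO alone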
#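 Dosing – one dose, 10 µM in 0.5% DMSO · System – CHO-CHOP cells, stable luciferase reporter of PERK-eIF2a-CHOP signalling · Input – 500 cells/well · Control set – tunicamycin 10 µg/mL final as positive, DMSO-only wells as negative · Timing – 6 h compound treatment, 37 °C · Measure – % activation vs tunicamycin · Technique – luminescence read with Steady-Glo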
# Jurkat NFkB inh: inhibitors of the PMA/ionomycin-induced NF-kB reporter in Jurkat cells | AID 435003 | PMA/ionomycin-induced NF-kB luciferase reporter, luminescence | actives 0.53% (n = 330,000) | inhibition, % at 4 µM; in the data active = inhibition above about 50%
# CXCR6 inh: inhibitors of human CXCR6 receptor; O00574; CHO-K1 PathHunter CXCR6 beta-arrestin, luminescence; inhibition, % at 20 µM; actives 0.36% (n = 360,000); in the data active = inhibition above about 34%, passing the limit was not always enough;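 note: antagonist mode with CXCL16 agonist at 10 nM final; 0% = 10 nM CXCL16 with DMSO and 100% = unstimulated wells without agonist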
# Target sequence (O00574 whole entry, looked up): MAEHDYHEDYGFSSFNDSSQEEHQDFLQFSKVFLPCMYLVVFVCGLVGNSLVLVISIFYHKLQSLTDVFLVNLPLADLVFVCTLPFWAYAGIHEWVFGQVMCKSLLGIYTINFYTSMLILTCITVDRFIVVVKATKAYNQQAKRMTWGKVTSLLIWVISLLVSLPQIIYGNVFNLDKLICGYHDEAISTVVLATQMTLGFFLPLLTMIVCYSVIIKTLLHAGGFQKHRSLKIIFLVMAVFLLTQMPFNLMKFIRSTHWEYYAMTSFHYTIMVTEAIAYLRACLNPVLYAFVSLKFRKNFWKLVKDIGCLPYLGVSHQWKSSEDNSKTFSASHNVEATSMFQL
# Mdm2-MdmX inh: disrupts the human Mdm2-MdmX interaction; O15151+Q00987; SaOS-2 split-luciferase Mdm2/MdmX complementation, luminescence; inhibition, % at 8 µM; actives 3% (n = 330,000);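 active = inhibition of at least 50% at 8 µM in the primary screen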
# 697 NFkB inh: inhibitors of the PMA/ionomycin-induced NF-kB reporter in 697 B cells; inhibition, % at 4 µM; actives 0.33% (n = 330,000); AID 435022; 697 B-cell NF-kB luciferase reporter, 16 h; in the data active = inhibition above about 35%
# Gli-Sufu block: Gli-Sufu pathway antagonism; actives 0.74% (n = 340,000); inhibition, % at 5 µM; Sufu-KO-LIGHT fibroblasts, Gli luciferase reporter luminescence;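 active = inhibition above about 55%, limit read from the data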;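 note: 0% = DMSO-treated cells and 100% = wells with medium but no cells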
# CCR6 antag: blocks CCL20-driven beta-arrestin recruitment at human CCR6; P51684; CHO-K1 CCR6 PathHunter beta-arrestin, luminescence, CCL20-stimulated; inhibition, % at 20 µM; actives 0.49% (n = 340,000); AID 493098;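 active = compounds whose inhibition of the agonist-driven luminescence signal at 20 µM reaches about 50%, limit read from the data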;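 note: cells stimulated with CCL20 at 14 nM final; plate controls were DMSO with CCL20 for no effect and DMSO without agonist for full effect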
# Target sequence (P51684 whole entry, looked up): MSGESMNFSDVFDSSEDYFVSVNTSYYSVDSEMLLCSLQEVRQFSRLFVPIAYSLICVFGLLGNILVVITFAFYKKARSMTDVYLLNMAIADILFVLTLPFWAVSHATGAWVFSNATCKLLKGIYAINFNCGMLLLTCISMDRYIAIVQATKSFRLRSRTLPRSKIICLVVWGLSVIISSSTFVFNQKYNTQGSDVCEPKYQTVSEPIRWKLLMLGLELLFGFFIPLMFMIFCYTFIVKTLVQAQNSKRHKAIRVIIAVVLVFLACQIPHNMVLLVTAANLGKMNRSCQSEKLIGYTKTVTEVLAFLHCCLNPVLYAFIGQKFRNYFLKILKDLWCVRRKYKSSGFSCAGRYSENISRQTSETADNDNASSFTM
# The depositor's hits bear a star; . = no result given.
SMILES,UPR XBP1 act,EBI2 antag,UPR CHOP act,Jurkat NFkB inh,CXCR6 inh,Mdm2-MdmX inh,697 NFkB inh,Gli-Sufu block,CCR6 antag
CCOC(=O)C1=C(C)N(CCCC(=O)O)C(=O)NC1c1ccc(OC)cc1 (configuration not stated),0,-2,0.0,-10,-4,-26,-38,-6,3
COc1cc2c(cc1NC(=O)CC1SC(N3CCCC3)=NC1=O)oc1ccccc12 (configuration not stated),1,0,0.2,12,0,27,23,3,-7
Cn1c(SCc2ccccc2F)nnc1-c1cnccn1,3,-6,4.6,-84,5,-28,-48,-36,-19
O=C(O)C1CCC(=O)N1Cc1ccc(F)cc1 (configuration not stated),2,0,-0.4,3,4,15,0,3,-5
CCOC(=O)c1c(C)nc(-c2ccccc2)nc1NC(=O)CC,2,0,0.8,-28,6,-25,-54,-33,3
O=C(/C=C/c1ccc(OC2CSC2)cc1)c1ccc(Cl)cc1,1,43*,-0.1,11,0,4,12,7,2
CCOc1cc(/C=N/NC(=O)c2cccnc2)cc(Br)c1OCC(N)=O,1,-12,-1.1,2,1,12,12,-8,0
C=CCNC(=S)NNC(=O)c1cccc(Br)c1,-3,-2,-0.5,1,18,-2,-11,1,3
COc1ccc(S(=O)(=O)Nc2cc3c4c(oc3c3ccccc23)CC(C)(C)CC4=O)cc1,6,23,1.6,-6,-12,25,-5,7,9
COc1cc(/C=c2\sc3n(c2=O)CCCN=3)ccc1O,5,-3,4.1,-15,7,-43,1,-18,3
O=C(NN(C(=O)c1ccccc1)c1cccs1)c1ccccc1,.,-4,.,.,-1,.,.,2,2
CC1=C(C(=O)NCc2ccc(Cl)cc2)C2(CCC(C)CC2)OC1=O (configuration not stated),1,11,1.3,-11,1,-14,32,0,23
COc1ccc(C(C(=O)OCCN(C)C)c2ccccc2)cc1 (configuration not stated),-4,-4,-0.6,-8,-8,-6,-11,-5,-7
O=C1COc2ccccc2CN1,-4,2,0.4,8,9,-6,7,-20,6
Cc1ccc(O)c(C=Nc2ccc3[nH]ncc3c2)c1,-5,-3,1.4,-7,-8,12,6,6,11
Cc1ccc(C2=C/C(=C\c3cccnc3)C(=O)O2)cc1,-2,2,0.0,9,-4,-20,13,-12,4
O=C(Cn1c(SCC(=O)NC2CCCC2)nnc1-c1ccncc1)Nc1ccc2c(c1)OCO2,1,-3,-1.3,-9,2,0,-7,7,-7
O=C(NNC(=S)Nc1ccccc1)c1cccc(Br)c1,-2,-17,1.3,-62,3,-25,-48,5,31
COc1ccc(C(=O)COC(=O)c2ccc(Cl)nc2)cc1OC,-1,-6,3.1,3,-5,8,11,-18,12
CC1(c2ccccc2)CC(c2ccccc2)=Nc2ccccc2N1 (configuration not stated),4,-15,5.4,-22,9,4,-51,-1,11
COc1ccc2c(-c3ccc(OCCN4CCCCC4)cc3)c(-c3ccccc3OC)sc2c1,6,-13,6.0,.,8,63*,-7,0,35
CC(C)n1c(N2CCN(CC(=O)Nc3ccc4c(c3)OCCO4)CC2)nc2ccccc21,0,13,1.1,4,0,21,-11,5,10
COc1ccccc1NC(=O)COC(=O)CCS(=O)(=O)c1ccc(C)cc1,-7,-10,-1.8,1,-6,26,13,-1,20
CC(=O)Nc1ccc(S(=O)(=O)N(C)CC(=O)Nc2ccc(F)c(F)c2F)cc1,-2,-13,0.5,1,-2,9,17,8,4
COc1ccc(OCc2n[nH]c(=S)n2N)cc1,-5,-2,-0.8,12,6,12,-6,-6,4

# The list goes on; the last 2 above are carried over.
SMILES,UPR XBP1 act,EBI2 antag,UPR CHOP act,Jurkat NFkB inh,CXCR6 inh,Mdm2-MdmX inh,697 NFkB inh,Gli-Sufu block,CCR6 antag
CC(=O)Nc1ccc(S(=O)(=O)N(C)CC(=O)Nc2ccc(F)c(F)c2F)cc1,-2,-13,0.5,1,-2,9,17,8,4
COc1ccc(OCc2n[nH]c(=S)n2N)cc1,-5,-2,-0.8,12,6,12,-6,-6,4
CS(=O)(=O)NNC(=O)C1Cc2c(ccc3ccccc23)O1 (configuration not stated),-1,-6,0.4,10,-1,-31,17,-14,-13
CCC(C)(C)NC(=O)C(c1ccc(OC)cc1)N(CC1CCCO1)C(=O)CCC(=O)Nc1cc(C)on1 (configuration not stated),-3,2,-1.9,10,6,-9,10,3,8
c1ccc(-c2nnc(CN3CCC4(CC3)OCCO4)o2)cc1,0,2,2.7,-7,-1,1,-15,-8,25
CC(c1ccco1)N(C(=O)C12CC3CC(CC(C3)C1)C2)c1ccccn1 (configuration not stated),0,6,0.7,-11,-2,-21,-8,2,2
CCOc1ccc(/C=N/OCC(=O)Nc2ccc(OCc3ccccc3)cc2)cc1OC,-1,2,1.3,-13,9,20,-50,-21,4
CCn1c(CN2CCOCC2)nnc1SCC(=O)Nc1ccc(C)cc1,-3,-7,-0.6,4,4,22,12,-5,-4
O=C(COC(=O)c1cc(Cl)ccc1O)NCCNC(=O)COC(=O)c1cc(Cl)ccc1O,6,-6,1.0,22,-6,3,16,4,3
COc1ccc(CC(=O)O/N=C(\N)c2cccc([N+](=O)[O-])c2)cc1,0,-1,-0.2,-3,-6,-29,3,-8,-10
COc1ccc2cc(C(C)c3nc4ccccc4c(=O)n3N)ccc2c1 (configuration not stated),-3,1,2.2,-3,2,-4,-26,4,11
O=C(Cc1cccc2ccccc12)OCn1nnc2ccccc2c1=O,0,-2,-2.7,-10,-2,13,-1,-3,10
CC(C)[C@H](NC(=O)c1cccc(CN(Cc2ccccc2)C(=O)c2ccccc2)c1)C(=O)O,-3,-7,1.7,7,-2,8,5,3,8
CC(C)(C)CC(=O)Nc1ccccc1N1CCN(c2ccc(F)cc2)CC1,-3,-13,3.8,10,4,-4,-8,34,11
O=C(CSC1=NS(=O)(=O)c2cc(F)ccc2N1)Nc1cccc(F)c1,-1,-4,0.3,4,5,9,6,-3,10
Cc1ccc2c(SCC(=O)NCc3ccco3)nc(-c3ccc(F)cc3)nc2c1,-2,1,-2.3,8,0,82*,9,5,3
Cn1nc(CC(=O)Nc2cccnc2N2CCOCC2)c2ccccc2c1=O,1,.,-0.3,12,.,-1,-1,.,.
CNc1nnc(CSc2nc(C)cc(C)n2)s1,3,-6,-0.7,3,3,-4,-13,5,11
COC(=O)c1c(NC(=O)CN2CCN(C(=O)c3ccco3)CC2)c2cc(C)ccc2n1C,-2,18,-1.3,4,2,-1,-5,13,-7
C/C=C/c1ccc(OCC(=O)Nc2cc(S(=O)(=O)N3CCOCC3)ccc2N2CCCC2)c(OC)c1,-2,-1,0.5,1,6,11,-34,17,14
S=C(Nc1ccccc1)N(CCN1CCOCC1)Cc1cccc(Cl)c1,-3,-7,-0.8,-2,-8,-4,-21,-21,6
CN(C)S(=O)(=O)c1ccc(Cl)c(NC(=O)CN2CCNC(=O)C2)c1,-1,-1,0.6,8,-2,23,18,2,14
CC12COC3(C(=O)Nc4ccccc4)CC1CCC32C (configuration not stated),-4,0,1.5,-5,3,-5,5,3,10
CCOc1cc(-c2cc(-c3ccc(NC(C)=O)cc3)nc(N)c2C#N)ccc1O,7,-11,0.8,7,8,62*,10,0,7
Cc1ccc(-c2nnc(-c3ccc4c(c3)OCO4)o2)cc1,1,16,0.4,-73,5,-125,-90,-87,5
COc1ccc(-n2nnc3c(=O)n(Cc4cc(C)ccc4C)cnc32)cc1,-2,33,-1.9,-13,7,-9,18,10,-10
Cc1cc(Cl)ccc1NNC(=O)c1cccs1,-3,-17,0.8,-2,-13,1,17,6,12
# (next part)
SMILES,UPR XBP1 act,EBI2 antag,UPR CHOP act,Jurkat NFkB inh,CXCR6 inh,Mdm2-MdmX inh,697 NFkB inh,Gli-Sufu block,CCR6 antag
O=C(Cn1cnc2c(NCc3ccccc3)ncnc21)NCC1CCCO1 (configuration not stated),3,-2,0.8,.,4,15,-5,-4,11
CN(c1ccccc1C(=O)Nc1ccc(S(=O)(=O)N2CCCC2)cc1)S(C)(=O)=O,0,-7,0.3,9,3,6,21,-2,7
O=S(=O)(Nc1ccc(Cc2ccncc2)cc1)c1cccs1,-3,3,1.2,11,3,16,10,-19,3
O=C(Nc1ccc(F)cc1F)c1ccco1,1,-13,0.9,3,2,11,-5,-8,1
COc1cccc(-c2cc(=O)c3cc(NC(C)=O)ccc3[nH]2)c1,1,-5,-0.1,33,13,30,-11,-12,2
Cn1nnnc1SCCNCc1cc(Cl)ccc1OCc1ccccc1,2,2,-0.5,-22,-9,-10,-22,22,15
COc1cc(C(=O)OCC(=O)NC2CCCCC2)cc(OC)c1OC,-1,-2,-0.5,-2,-2,13,5,-1,-6
CC(C)NC(=O)Nc1cccc2c1O[C@H](CN(C)C(=O)NC1CCCCC1)[C@@H](C)CN([C@H](C)CO)C2=O,-2,3,0.1,-5,14,-7,-11,-20,9
COc1ccc2cc(C#N)c(Nc3cccc(F)c3)nc2c1,1,10,1.8,-17,-10,1,18,-12,-10
COC(=O)c1c(NC(=O)COC(=O)CNC(=O)C2CCCCC2)sc(C)c1C,2,3,0.0,-23,-5,2,10,-5,7
CC(C)(C)c1ccc(O)c(N=Cc2cc3c(cc2[N+](=O)[O-])OCO3)c1,0,-5,1.2,-7,-10,26,-11,-10,-4
C/C(=N\NC(=O)c1ccncc1)c1cccnc1,-5,-1,2.1,-2,0,6,5,-1,6
N/C(COc1ccccc1)=N\NS(=O)(=O)c1ccccc1,2,-4,1.0,0,-10,16,13,-5,-3
CC(=NC1CCN(Cc2ccccc2)CC1)c1c(O)[nH]c(=O)[nH]c1=O,0,-15,-0.5,8,7,11,19,0,-10
Cc1ccc2cccc(S(=O)(=O)Nc3c(C)n(C)n(-c4ccccc4)c3=O)c2n1,-1,2,0.4,-10,-1,-15,17,3,-4
COc1cc2oc3ccccc3c2cc1N(CC(=O)N1CCCCC1)S(=O)(=O)c1ccc(C)cc1,-2,20,-2.0,6,9,6,6,1,-8
CN(CC1CCCO1)S(=O)(=O)c1ccc(C(=O)Nc2ccc([N+](=O)[O-])cc2)cc1 (configuration not stated),-6,17,0.7,14,9,22,-33,19,10
CCCCN1CCNC1=S,-4,-7,2.9,2,4,27,10,20,-6
Cc1ccc(C)c(OCCn2cc(/C=C(\C#N)C(=O)NCc3cccs3)c3ccccc32)c1,1,39,-2.7,0,16,-2,-2,7,20
CC(C)N1CCN(CC#Cc2ccccc2)CC1CCO (configuration not stated),5,1,-0.2,4,0,-23,18,4,15
OCCCNc1ncnc2oc(-c3ccccc3)c(-c3ccccc3)c12,4,9,0.9,-7,12,25,-50,4,19

# Some of the entries above in a different format.
Compound | UPR XBP1 act | EBI2 antag | UPR CHOP act | Jurkat NFkB inh | CXCR6 inh | Mdm2-MdmX inh | 697 NFkB inh | Gli-Sufu block | CCR6 antag
COc1cccc(-c2cc(=O)c3cc(NC(C)=O)ccc3[nH]2)c1 | 1 | -5 | -0.1 | 33 | 13 | 30 | -11 | -12 | 2
Cn1nnnc1SCCNCc1cc(Cl)ccc1OCc1ccccc1 | 2 | 2 | -0.5 | -22 | -9 | -10 | -22 | 22 | 15
COc1cc(C(=O)OCC(=O)NC2CCCCC2)cc(OC)c1OC | -1 | -2 | -0.5 | -2 | -2 | 13 | 5 | -1 | -6
CC(C)NC(=O)Nc1cccc2c1O[C@H](CN(C)C(=O)NC1CCCCC1)[C@@H](C)CN([C@H](C)CO)C2=O | -2 | 3 | 0.1 | -5 | 14 | -7 | -11 | -20 | 9

# Bioassay records: PubChem BioAssay, Sanford-Burnham Center for Chemical Genomics
